hcDAF12 agonist: H. contortus DAF-12 activation, primary screen | HEK293 hcDAF-12 lit1-tk-luc reporter, luminescence; 0% DMSO, 100% Δ7-dafachronic acid | activation, % at 6.8 µM | actives 1.4% (n = 370,000);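 active means activation above the mean of all tested compounds plus 3 SD, cut at about 5.5% in these data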;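 further: 100% = response to 3 µM Δ7-dafachronic acid high control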
hgDAF-12 ag: hgDAF-12 agonism, primary luciferase screen | activation, % at 6.8 µM | AID 687014 | HEK293 GAL4-hgDAF12 UAS-luciferase reporter, agonist luminescence; normalized to butyrate control | actives 1.8% (n = 370,000);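 active means activation above a cutoff set at the mean of all screened compounds plus 3 SD, cut at about 10% in these data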;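 further: 0% = DMSO wells and 100% = sodium butyrate wells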
DAX1 inh-1: inhibitors of DAX1 repression of SF-1 activated StAR promoter; HEK293T StAR-luciferase reporter, SF-1/DAX-1 repression relief; inhibition, % at 6.8 µM; actives 1.1% (n = 370,000); AID 652010;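 active means inhibition above the mean over all tested compounds plus 3 SD, cut at about 3.6% in these data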;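 further: 0% = DAX-1 cells with DMSO and 100% = cells lacking DAX-1 with DMSO; higher inhibition means more luminescence from relief of DAX-1 repression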
GAA850 FXN act: frataxin GAA850 promoter activation; HEK293 lucGAA850 FXN promoter luciferase reporter, 24 h; percent of 10 µM SAHA response; actives 0.56% (n = 360,000); activation, % at 6 µM;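 active means activation above the average of all compounds screened plus 3 SD, cutoff fixed separately per campaign, cut at about 7.5% in these data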;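 further: 0% = DMSO wells and 100% = 10 µM SAHA wells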
sPLA2-III inh: Inhibits HGIII-sPLA2 liposome hydrolysis, primary screen | Q9NZ20 | QFRET BODIPY PC-A2 liposome hydrolysis, fluorescence | actives 0.56% (n = 370,000) | inhibition, % at 12.2 µM;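 active means inhibition above mean plus 3 SD of compounds lying within the high and low control bounds, cut at about 19% in these data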;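 further: 0% = median of test compound wells and 100% = no enzyme DMSO wells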
KLK7 zymogen act: activators of human kallikrein-7 zymogen | activation, % at 7 µM | purified proKLK7, EDANS-DABCYL substrate fluorescence; 100% is mature enzyme control, 0% vehicle | actives 0.9% (n = 370,000);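 active means activation above the mean of all tested compounds plus 3 SD, computed per campaign excluding outliers beyond control limits, cut at about 13% in these data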
SMARCA2 act: increases SMARCA2 function in MMTV reporter cells. MG213 cells, MMTV-luciferase reporter, dexamethasone, overnight. activation, % at 9.1 µM. actives 1% (n = 370,000); in the data active means activation above about 7.8%;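 further: 0% = vehicle wells and 100% = reference activator wells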
ssDAF-12 act: S. stercoralis DAF-12 activation, primary screen; HEK293 ssDAF-12/GRIP1 lit1-tk-luc reporter, luminescence; % of 3 µM dafachronic acid response; actives 1% (n = 370,000); activation, % at 6.8 µM;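 active means activation above the mean over all tested compounds plus 3 SD, cut at about 0.9% in these data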;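 further: 0% = DMSO-only wells and 100% = 3 µM delta7-dafachronic acid wells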
DAX1 inh-2: NR0B1 (DAX1) inhibition; P51843; actives 0.99% (n = 340,000); AID 504766; inhibition, % at 6.75 µM; HEK293 Gal4-DAX1 luciferase reporter, luminescence;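 active means inhibition above the mean over all tested compounds plus 3 SD, cut at about 4.2% in these data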;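 further: 0% = DAX1-transfected cells with DMSO and 100% = empty-vector control cells with DMSO; inhibition shows as a rise in luminescence from relieved DAX1 repression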
NPR2 activator: GC-B (human) receptor activation; activation, % at 10 µM; HEK293-GC-B cells, CNP EC30, cGMP TR-FRET; 0% at EC30 CNP, 100% saturating CNP; actives 0.11% (n = 370,000);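 active means activation at 10 µM reaching about 35% in either raw or pattern-adjusted values, limit read from the data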
Target sequence (P20594 whole entry, looked up): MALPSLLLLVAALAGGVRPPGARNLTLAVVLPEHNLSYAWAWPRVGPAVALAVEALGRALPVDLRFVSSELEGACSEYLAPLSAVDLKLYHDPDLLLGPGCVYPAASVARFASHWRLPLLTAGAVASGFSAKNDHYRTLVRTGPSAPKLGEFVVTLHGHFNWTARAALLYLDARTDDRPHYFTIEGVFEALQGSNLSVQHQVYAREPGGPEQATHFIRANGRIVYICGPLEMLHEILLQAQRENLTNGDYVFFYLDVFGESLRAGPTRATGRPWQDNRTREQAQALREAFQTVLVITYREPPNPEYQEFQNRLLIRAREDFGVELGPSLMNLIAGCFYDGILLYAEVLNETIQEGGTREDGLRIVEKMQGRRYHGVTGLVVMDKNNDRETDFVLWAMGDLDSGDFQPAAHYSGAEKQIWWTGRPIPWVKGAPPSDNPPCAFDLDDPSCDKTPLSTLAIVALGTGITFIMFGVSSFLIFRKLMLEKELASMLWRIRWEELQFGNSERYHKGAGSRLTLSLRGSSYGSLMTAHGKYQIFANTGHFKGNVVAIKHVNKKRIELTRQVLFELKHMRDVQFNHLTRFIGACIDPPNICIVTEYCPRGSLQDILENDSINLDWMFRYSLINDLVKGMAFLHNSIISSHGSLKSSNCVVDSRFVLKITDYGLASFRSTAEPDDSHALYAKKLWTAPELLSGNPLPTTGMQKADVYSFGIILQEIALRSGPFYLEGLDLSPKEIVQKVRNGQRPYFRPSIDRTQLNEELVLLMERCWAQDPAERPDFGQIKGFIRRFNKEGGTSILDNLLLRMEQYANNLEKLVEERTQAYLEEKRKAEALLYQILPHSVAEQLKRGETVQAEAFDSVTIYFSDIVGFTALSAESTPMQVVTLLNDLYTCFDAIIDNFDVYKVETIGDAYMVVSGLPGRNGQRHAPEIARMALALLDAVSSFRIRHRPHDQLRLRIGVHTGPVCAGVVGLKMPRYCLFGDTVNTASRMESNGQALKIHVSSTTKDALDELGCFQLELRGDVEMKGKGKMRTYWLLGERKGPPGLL
NPR1 activator: GC-A (human) enzyme activation. HEK293 GC-A cells, cGMP TR-FRET, EC30 ANP; 0% at EC30 ANP, 100% saturating ANP. activation, % at 10 µM. actives 0.14% (n = 370,000). AID 1671463; in the data active means activation above about 40%
An asterisk follows results filed as active; nt = not tested or not shown. Compounds as they come. Share with any hit: about 6.7%.

SMILES	hcDAF12 agonist	hgDAF-12 ag	DAX1 inh-1	GAA850 FXN act	sPLA2-III inh	KLK7 zymogen act	SMARCA2 act	ssDAF-12 act	DAX1 inh-2	NPR2 activator	NPR1 activator
Cn1cnnc1SCC(=O)Nc1ccc(S(=O)(=O)N2CCOCC2)cc1	0.4	1.1	0.8	-0.8	-0.4	0.2	-0.9	-1.2	-0.2	0.5	-3.0
COc1ccccc1NC(=O)CSCc1ccc([N+](=O)[O-])cc1	-0.5	3.2	0.1	2.8	-1.7	-0.8	-2.8	-1.1	-0.4	0.7	1.5
Fc1ccc(CSc2nncn2NCc2ccc3c(c2)OCO3)cc1	-2.4	-0.5	-1.0	-1.9	-2.6	-0.2	-2.3	-1.3	-0.8	1.9	-4.5
Cc1ccc(S(=O)(=O)N2CCOCC2)cc1NC(=O)COc1ccc2c(C)cc(=O)oc2c1	1.2	0.9	-0.4	-0.5	3.4	-7.0	-3.2	-1.5	0.0	-7.0	-4.3
CCN(CC)CCCN(Cc1cc2cc3c(cc2[nH]c1=O)OCO3)C(=O)Nc1ccccc1OC	-0.1	-0.3	0.0	6.0	-2.2	-0.3	-1.1	-1.4	-0.1	4.4	1.4
COc1ccccc1NC(=O)N1C2CCCC1CC(NC(=O)c1ccccc1)C2 (configuration not stated)	-1.8	-0.1	0.5	0.3	4.5	0.0	-3.1	-1.3	-2.4	-0.2	-1.6
COc1cccc(NC(=O)CSc2nnnn2C(C)C)c1	0.3	5.1	0.4	3.5	-3.9	-0.8	-1.5	-0.9	-0.6	0.2	0.3
Cn1c(=O)[nH]c(=O)c2c1nc(Br)n2C/C=N/NC(=O)c1ccccc1	0.4	5.8	0.8	3.9	-2.0	0.6	4.0	-0.3	4.6*	1.9	-1.9
O=S1(=O)N[C@H](Cc2ccccc2)COc2cccc(N3CCCC3)c21	-1.4	-0.1	0.4	nt	8.7	0.1	1.9	-0.8	nt	-4.1	1.5
CCCS(=O)(=O)N1CCCC(C(=O)NCc2ccc(C)cc2)C1 (configuration not stated)	-2.6	0.7	-0.4	2.1	3.0	-0.3	0.1	-0.9	0.0	-1.6	-2.0
Cc1cc(Br)cn2c(Cc3cccc(F)c3)c(-c3ccco3)nc12	-0.2	-4.0	-0.2	nt	-3.6	-0.1	1.8	-0.9	nt	29.6	36.6
O=C(Nc1ccnc(-c2cccnc2)n1)c1ccc(Cl)cc1	-1.8	0.9	-0.6	-1.2	4.8	0.0	6.2	-2.1	-0.1	-14.1	2.0
Cc1nc(-c2ccc(Cl)cc2)sc1C1(C)CC(c2ccc([N+](=O)[O-])cc2)=NO1 (configuration not stated)	0.5	-1.1	0.2	-0.1	2.8	0.8	1.3	-1.2	0.3	1.6	0.1
COc1ccccc1C1C2C(=O)N(c3ccccc3)C(=O)C2ON1c1ccccc1 (configuration not stated)	-1.1	0.9	0.1	0.3	-9.0	0.1	5.4	-0.8	1.4	-2.0	-10.8
COc1ccc(NC(=O)C2CCN(S(=O)(=O)c3ccc(N4CCCC4=O)cc3)CC2)cc1OC	1.5	-0.1	-0.5	-1.0	2.3	0.2	1.2	-0.8	0.0	2.1	2.1
COCCn1c(N)c(C#N)c2nc3ccccc3nc21	-1.5	-4.9	-0.2	0.8	5.5	62.2*	-1.6	-1.7	1.7	-5.8	1.2
CN1CCN(CC(O)COCCOc2ccc(Br)cc2)CC1 (configuration not stated)	1.4	0.7	0.0	-0.6	0.1	-0.3	-1.3	-1.4	0.5	0.3	-0.4
CC(C)(C)NCCCCOc1ccc(F)cc1	0.9	0.8	-0.4	0.4	-0.3	0.7	-1.2	-0.7	-0.2	-1.4	4.8
C[C@@H]1CCCCO[C@H](CN(C)Cc2ccc(C(F)(F)F)cc2)[C@@H](C)CN([C@H](C)CO)C(=O)c2cc(NS(=O)(=O)c3cn(C)cn3)ccc2O1	-0.7	0.3	0.1	-0.1	-8.1	-0.1	1.0	-0.3	1.0	4.6	1.6
O=C(Nc1nc(-c2cccnc2)cs1)c1ccc([N+](=O)[O-])cc1	-3.0	4.9	-0.2	0.3	7.1	-0.4	-4.3	-1.1	-2.1	-4.0	-8.8
c1cnn(-c2cncc(-n3cccn3)n2)c1	1.6	8.3	0.8	0.5	-0.5	0.8	5.0	-1.5	0.3	5.1	-2.6
CC1CN(Cc2nnc(-c3ccccc3)o2)CC(C)O1 (configuration not stated)	0.2	-1.2	-0.5	1.1	-0.5	0.0	-1.4	-0.7	-0.6	2.8	1.8
CCOC(=O)C1CCCN(C(=O)c2cccc(S(=O)(=O)N3CC(C)OC(C)C3)c2)C1 (configuration not stated)	-0.1	1.9	-0.4	-3.6	4.6	-0.1	-1.9	-1.6	0.8	1.8	-0.4
COc1cc(C2C(C(C)=O)=C(O)C(=O)N2CCc2c[nH]c3ccccc23)ccc1O (configuration not stated)	-0.5	2.3	1.2	-0.3	-10.6	0.3	-4.8	0.2	1.5	2.7	5.7
NC(=NCc1ccc2c(c1)OCO2)NC(=O)c1ccccc1	-2.4	0.9	-1.1	2.2	-4.3	0.6	-3.3	-1.5	-1.1	-1.0	-2.4
Cc1cc(C)n(/N=C/c2c[nH]c3ccccc23)c(=O)c1	6.5*	-0.9	0.7	2.4	8.5	0.5	-3.5	0.7	2.1	2.5	0.3
Cc1noc(C)c1S(=O)(=O)Nc1ccc(C(=O)NC2CCCCC2C)cc1 (configuration not stated)	1.0	4.4	0.0	2.1	-10.3	0.2	-0.8	-0.9	-0.3	2.8	0.3
COc1ccc(OC)c(NC(=O)Cn2cc(C#N)c3ccccc32)c1	-0.3	-4.7	-0.3	5.3	-1.5	0.4	-4.5	-1.2	0.4	-8.1	-13.1
Cc1cccc(OCCN2C(=O)C(=O)c3cccc(C)c32)c1	-2.2	-0.9	0.2	2.4	7.4	-0.7	-0.5	-1.2	0.9	0.9	-0.5
Cc1oc2ccc(OC(=O)N3CCOCC3)cc2c1C(=O)OC(C)C	-1.1	-0.7	-1.6	-0.1	-2.6	-0.5	-2.4	-1.4	-0.7	-7.0	-18.2
O=C(NNc1ncnc2ccccc12)c1cccc(Cl)c1	3.3	11.4*	1.4	5.0	1.2	-0.6	3.0	0.8	5.8*	0.6	-0.2
COc1ccc(-c2csc(NC(=O)CCNC(=O)c3ccco3)n2)cc1OC	-1.7	-2.5	-1.0	1.1	5.3	0.0	0.4	-0.8	0.0	4.4	1.2
CCOc1ccc(C(=O)NC2CCN(C(=S)NCc3ccco3)CC2)cc1	-2.6	-1.5	-0.7	-3.9	6.4	0.5	0.0	-0.7	1.2	-11.0	-3.5
COC(=O)c1cc(S(=O)(=O)N2CCN(c3ccc(F)cc3)CC2)cn1C	1.0	1.9	-0.2	0.5	-0.5	0.1	-2.9	-1.2	-0.3	-2.4	-6.7
O=C(O)c1ccc(-n2nnnc2SCc2ccccc2Br)cc1	0.6	-3.2	0.1	0.7	-8.1	0.6	-1.5	-0.8	1.2	-3.1	5.9
N#Cc1c(NC(=O)CCn2cnc3ccccc3c2=O)oc(-c2ccccc2)c1-c1ccccc1	-0.7	-1.7	0.0	0.8	-46.8	0.9	-0.1	-1.3	0.6	-10.3	-8.3
O=C(c1ccccc1[N+](=O)[O-])N1CCCN(C(=O)c2ccccc2[N+](=O)[O-])CC1	-2.0	2.5	0.6	-0.9	15.1	-0.2	-2.6	-0.2	-0.2	3.3	3.4
O=C(NCc1ccco1)c1cnc2n(c1=O)CCS2	-1.2	0.0	0.9	1.4	0.7	0.3	0.2	-1.1	-0.3	2.2	0.9
CC(C)Cn1c(N)c(C(=O)COC(=O)c2cc(S(=O)(=O)N3CCOCC3)ccc2Br)c(=O)n(C)c1=O	-1.4	1.2	-1.8	-1.1	-22.0	0.9	-0.6	-1.0	0.5	10.7	15.5
O=C(Nc1ccccc1)Nc1ccccc1NS(=O)(=O)c1cccs1	1.5	1.1	-0.2	-0.5	-7.8	0.9	-1.7	-1.2	-0.7	13.6	2.5
CCCc1cc(C(=O)Nc2ccn(Cc3ccc(C)cc3)n2)no1	-0.4	0.3	0.6	2.1	-5.0	0.1	-0.9	-1.8	2.1	4.0	-0.9
O=C(NCCN1CCCOC1=O)C(=O)NCCN1CCCOC1=O	0.7	3.1	0.6	2.5	1.5	0.2	3.1	-0.1	0.5	0.0	0.1
COC(=O)CC1C(=O)NCCN1C(=O)CSc1nnc(Nc2ccc(OC)cc2)s1 (configuration not stated)	1.9	2.2	0.5	-0.6	-2.3	0.0	0.9	-1.0	-1.0	0.7	-0.6
COc1ccc(S(=O)(=O)N2CCCN(CC(=O)Nc3ccc(NC(C)=O)cc3)CC2)cc1	-1.3	2.6	0.2	3.0	7.7	-0.3	-2.7	-0.4	-0.2	2.8	-0.2
COC(=O)c1ccsc1NC(=O)CCc1ccccc1	5.3	8.7	1.1	4.4	-4.0	0.3	1.7	-0.5	1.4	-5.9	-11.6
COc1ccc(-c2nnn(CC(=O)N(CCN3CCOCC3)C(C(=O)NC3CCCC3)c3ccco3)n2)cc1 (configuration not stated)	0.2	-1.0	-0.3	-0.4	-9.2	0.5	-0.3	-0.9	0.6	-1.9	3.4
CC1(C)Cc2c(c(N3CCOCC3)nc3sc4c(NCc5ccco5)nnnc4c23)CS1	-1.8	0.5	-0.4	6.5	-8.4	0.3	2.0	-1.2	-1.4	48.0*	54.5*
Cc1c(Cl)c([N+](=O)[O-])nn1CC(=O)N1CCCC1	-0.6	-1.5	-0.1	0.5	4.5	-1.1	1.4	-0.5	0.7	2.5	4.7
CC[C@H](CCC(=O)N(c1ccccc1)c1ccccc1)C1CC1	-4.3	1.5	-1.0	nt	1.2	0.5	-5.7	-1.6	nt	-11.9	-14.9
CSc1ccccc1NC(=O)c1ccccc1	-0.1	6.7	0.3	1.7	0.4	0.0	0.7	-1.3	1.1	0.2	0.9
Cc1ccc(NC(=O)CN(C)C(=O)CSc2nc3ccccc3c(=O)n2CCO)cc1	-1.3	-0.1	-1.3	0.8	-4.4	0.3	0.6	-0.6	-0.8	-2.4	1.4
COc1ccccc1CNC(=O)C(C)n1nc(C)c2c(C)n(-c3ccccc3)nc2c1=O (configuration not stated)	-1.6	-2.0	-3.4	0.1	-1.0	-0.1	1.2	-1.1	-0.6	-5.5	-4.0
Cc1cc(C)nc(NC(=O)c2ccc(Cl)cc2)n1	-2.6	-2.6	0.2	0.2	-0.5	-0.3	-2.3	-1.2	-0.8	1.8	-3.5
O=C(NC(=S)Nc1ccc(S(=O)(=O)Nc2nccs2)cc1)c1ccc(F)c(F)c1	4.8	0.4	-0.4	-0.7	-27.0	-0.1	-4.7	-1.4	-0.6	-2.1	0.4
O=C(COC(=O)/C=C/c1ccccc1)Nc1cccc(Oc2ccccc2)c1	-1.3	-3.8	1.5	1.2	-1.0	-0.3	-2.5	-0.7	3.7	-4.4	5.1
CNc1nc(NCC2CCCCC2)c2sccc2n1	-3.3	-3.7	-3.8	-0.6	-8.1	0.5	-4.5	-2.0	nt	0.4	12.2
